Screens (PubChem)
thrombin 1536: human alpha-thrombin inhibitors, primary screen, counter-screen for coagulation protease inhibitor project, biochemical, 1536-well, fluorogenic AMC substrate. Boc-VPR-AMC fluorogenic substrate cleavage. Prothrombin (Homo sapiens), P00734. actives 0.26% (n = 220,000). AID 1046, 2008. inhibition, % at 5 µM;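 active = inhibition at or above 40%; inactive = inhibition below 40%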;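 note: 0% = enzyme with no compound and 100% = wells without enzyme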
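System – human alpha-thrombin protein · Reagent – Boc-VPR-AMC substrate, 15 µM final · Compound – 5 µM single dose in 0.2% DMSO · Schedule – reaction at room temperature · Technique – AMC fluorescence at 355 nm excitation and 460 nm emission · Read-out basis – % inhibition relative to enzyme controls and enzyme-free blanks · Control set – no-compound enzyme wells and no-enzyme blanks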
eIF4E 4G PPI: eIF4E–eIF4G protein interaction inhibitors, primary screen, biochemical, uHTS, TR-FRET, eIF4GI fragment | Eukaryotic translation initiation factor 4E (Mus musculus) + Eukaryotic translation … | TR-FRET eIF4E-eIF4GI(517-606) binding, 2 h | inhibition, % at 21.7 µM | actives 0.37% (n = 220,000) | AID 782, 2007;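 note: 0% = full FRET control wells and 100% = background wells lacking eIF4GI fragment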
14-3-3 Bad inh: inhibitors of 14-3-3 zeta/Bad binding, primary screen, biochemical, TR-FRET, bovine 14-3-3 zeta | 14-3-3 protein zeta/delta (Bos taurus), P63103 | TR-FRET 14-3-3zeta/Dy647-pBad peptide displacement, 1 h | inhibition, % at 21.7 µM | actives 0.71% (n = 220,000);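 active = inhibition above about 70%, limit read from the data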;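 note: 0% = full 14-3-3 plus peptide FRET controls and 100% = background without 14-3-3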
EBV gp42 inh: Epstein-Barr virus gp42 inhibitors, primary screen, biochemical, uHTS, fluorescence polarization | Glycoprotein 42 (Epstein-Barr virus (strain AG876)), Q1HVG2 | Fluorescence polarization binding assay, mP read-out | inhibition, % (tested at 21.74 µM) | actives 0.42% (n = 220,000) | AID 1085, 2008; in the data active = inhibition above about 50%
hK5 inh: human KLK5 protease inhibitors, primary screen, biochemical, 1536-well; Kallikrein-5 (Homo sapiens), Q9Y337; inhibition, % at 5 µM; actives 0.59% (n = 210,000); recombinant hK5, fluorogenic AMC substrate cleavage;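 active = inhibition of 40% or more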;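 note: 0% = enzyme controls without compound and 100% = no-enzyme blanks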
NCF1 inh: p47phox/p22phox peptide binding inhibitors, primary screen, biochemical, uHTS, NADPH oxidase regulatory subunit | Neutrophil cytosol factor 1 (Homo sapiens), P14598 | fluorescence polarization, 2 h | inhibition, % at 24.7 µM | actives 0.53% (n = 220,000);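 note: 0% = p47phox with labelled peptide and 100% = labelled peptide alone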
Furin inh: human furin inhibitors, primary screen, biochemical, fluorescence intensity. P09958. purified furin, fluorogenic substrate cleavage. inhibition, % at 30 µM. actives 0.061% (n = 220,000). AID 463115, 2010; in the data active = inhibition above about 25%; note: inactives centre near -15
KCC2 mod: KCC2 cotransporter modulators, thallium flux, primary screen, cell-based, HEK293 KCC2, FluoZin-2 fluorescence, MLSMR | KCC2 cells, thallium flux FluoZin-2 fluorescence | actives 2.2% (n = 190,000) | Solute carrier family 12 member 5 (Homo sapiens), Q9H2X9 | B-score of Tl+ flux slope (higher = more flux/activation; lower = inhibition) at 10 µM | AID 1456, 2008;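 active = thallium flux slope and its plate-corrected score both differing from the plate sample mean at a set confidence after two filtering rounds, in either direction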;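 note: slope of fluorescence scaled to starting intensity during 10 to 20 s after thallium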
Target sequence (Q9H2X9 whole entry, looked up): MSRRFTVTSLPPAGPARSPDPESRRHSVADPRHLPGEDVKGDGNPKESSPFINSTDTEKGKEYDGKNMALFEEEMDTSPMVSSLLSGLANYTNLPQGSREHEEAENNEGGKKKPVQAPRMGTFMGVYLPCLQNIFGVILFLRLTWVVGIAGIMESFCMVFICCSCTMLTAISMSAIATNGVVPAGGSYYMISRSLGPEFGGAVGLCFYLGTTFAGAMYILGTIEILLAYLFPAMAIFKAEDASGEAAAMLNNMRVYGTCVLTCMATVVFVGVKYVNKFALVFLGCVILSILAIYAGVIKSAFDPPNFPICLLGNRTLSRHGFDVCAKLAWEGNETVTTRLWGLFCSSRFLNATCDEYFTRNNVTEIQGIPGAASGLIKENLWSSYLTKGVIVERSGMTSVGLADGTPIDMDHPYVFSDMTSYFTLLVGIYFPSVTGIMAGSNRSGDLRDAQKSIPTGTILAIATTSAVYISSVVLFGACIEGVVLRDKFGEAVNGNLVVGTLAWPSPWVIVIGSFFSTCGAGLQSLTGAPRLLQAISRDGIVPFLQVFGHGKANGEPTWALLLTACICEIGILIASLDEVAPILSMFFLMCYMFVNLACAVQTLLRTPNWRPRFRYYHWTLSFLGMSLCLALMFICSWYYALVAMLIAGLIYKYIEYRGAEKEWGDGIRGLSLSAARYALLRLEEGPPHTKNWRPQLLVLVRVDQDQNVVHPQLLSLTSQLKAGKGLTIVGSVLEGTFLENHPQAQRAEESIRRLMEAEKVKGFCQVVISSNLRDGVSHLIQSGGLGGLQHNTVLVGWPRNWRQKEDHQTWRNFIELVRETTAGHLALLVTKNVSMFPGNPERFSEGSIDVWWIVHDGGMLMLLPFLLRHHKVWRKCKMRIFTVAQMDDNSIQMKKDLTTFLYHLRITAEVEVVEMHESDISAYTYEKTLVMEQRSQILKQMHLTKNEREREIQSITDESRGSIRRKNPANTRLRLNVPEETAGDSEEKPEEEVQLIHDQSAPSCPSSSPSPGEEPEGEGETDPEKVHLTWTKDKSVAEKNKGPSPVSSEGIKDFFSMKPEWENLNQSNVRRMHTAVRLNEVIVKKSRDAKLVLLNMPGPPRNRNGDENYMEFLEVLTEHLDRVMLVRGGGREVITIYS
Rad51 HR inh: human RAD51 strand exchange inhibitors, primary screen, biochemical, fluorescence; actives 0.085% (n = 200,000); AID 1385, 2008; inhibition, % at 10 µM; hRad51 DNA strand exchange, fluorescence dequenching; DNA repair protein RAD51 homolog 1 (Homo sapiens), Q06609;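 active = inhibition above 40% at the single screening dose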;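 note: 0% = DMSO control wells and 100% = blanks with heterologous ssDNA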
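Test system – preformed human Rad51 ssDNA filaments · Reagent – Donor/quencher-labelled 47-bp dsDNA substrate · Incubation – 37 °C 15-min filament assembly, 30-min compound preincubation, 15-min exchange · Signal – FRET fluorescence dequenching, excitation 485 nm, emission 520 nm · Read-out – percent inhibition from fluorescence, normalised to plate control and blank means · Benchmarks – plate control and blank wells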
Active calls of the source: *; . = not tested or not shown; [ ] = dose if it differs, or a comment.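 Rule for the calls, unless noted: active = inhibition above about 30% (limit read from the data); inactive = the rest.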

No. | Structure | thrombin 1536 | eIF4E 4G PPI | 14-3-3 Bad inh | EBV gp42 inh | hK5 inh | NCF1 inh | Furin inh | KCC2 mod | Rad51 HR inh
1 | Cc1nnc(N)nc1C | 1 | -2 | 1 | -8 | 3 | -5 | -12 | . | -8
2 | O=C(Nc1nc(-c2cccnc2)cs1)c1ccccc1F | -5 | 5 | -3 | 4 | 2 | 10 | -28 | 0.26 | 8
3 | COC(=O)c1ccc(Cn2c(O)c(N=NC(N)=S)c3ccccc32)o1 | -5 | 10 | -4 | 0 | 2 | -17 | -19 | 7.1* | .
4 | C=CCNC(=S)N/N=C(\C)c1cc(OC)c(OC)c(OC)c1 | -5 | -3 | -6 | -16 | -3 | -2 | -14 | 2 | -3
5 | CCN(CC)CCN1C(=O)C(O)=C(C(=O)c2cc3ccccc3o2)C1c1cccnc1 (stereo not drawn) | 9 | -6 | 26 | -13 | 1 | -10 | -3 | 0.42 | .
6 | Cc1ccc(OCCn2ccc(=O)[nH]c2=O)cc1C | -21 | 7 | 0 | 6 | -21 | 0 | -22 | 0.9 | -34
7 | CC1CN(c2ccccc2)NC1=O (stereo not drawn) | -2 | -1 | -11 | 9 | -1 | -20 | -17 | -0.5 | .
8 | CCc1ccc(O)c(-c2cc(C(=O)Nc3cccnc3)[nH]n2)c1 | -1 | -2 | 0 | -5 | 0 | -20 | -16 | 0.36 | 2
9 | CCOC(=O)N1CCN(C(=O)c2ccc(N3C(=O)CCC3=O)cc2)CC1 | 0 | -6 | -9 | -4 | 5 | -13 | -8[20 µM] | 1.5 | -6
10 | COc1cccc(N2CCN(C(=O)Nc3ccccc3Cl)CC2)c1 | -9 | -3 | -3 | -8 | -2 | -8 | -27 | -1.5 | 0

No new results follow: entries from further up.
No. | Structure | thrombin 1536 | eIF4E 4G PPI | 14-3-3 Bad inh | EBV gp42 inh | hK5 inh | NCF1 inh | Furin inh | KCC2 mod | Rad51 HR inh
6 | Cc1ccc(OCCn2ccc(=O)[nH]c2=O)cc1C | -21 | 7 | 0 | 6 | -21 | 0 | -22 | 0.9 | -34
7 | CC1CN(c2ccccc2)NC1=O (stereo not drawn) | -2 | -1 | -11 | 9 | -1 | -20 | -17 | -0.5 | .
8 | CCc1ccc(O)c(-c2cc(C(=O)Nc3cccnc3)[nH]n2)c1 | -1 | -2 | 0 | -5 | 0 | -20 | -16 | 0.36 | 2

(continued)
No. | Structure | thrombin 1536 | eIF4E 4G PPI | 14-3-3 Bad inh | EBV gp42 inh | hK5 inh | NCF1 inh | Furin inh | KCC2 mod | Rad51 HR inh
11 | CCN(Cc1ccccc1)C(c1cccc(C#N)c1)c1nnnn1C(C)(C)C (stereo not drawn) | -4 | 2 | -9 | -1 | -14 | 6 | -10 | -0.068 | 5
12 | COC(=O)C1=C(C(=O)OC)[C@@H]2N(C)c3ccccc3[C@@]23C[C@@H](C(=O)OC)N(C(=O)c2cc(C)oc2C)C3=N1 | -2 | -5 | 0 | -4 | 2 | -5 | 10 | 0.15 | 0
13 | O=[N+]([O-])c1ccccc1-c1ccc(C(=S)N2CCN(c3ccccc3)CC2)o1 | -13 | 4 | -6 | -19 | -1 | -10 | -11 | 0.024 | .
14 | Cc1ccc(NC2(C#N)C(=O)Nc3ccccc32)cc1C (stereo not drawn) | -14 | 0 | -16 | -7 | 2 | -4 | -34 | -2.1 | 27
15 | COc1ccc2c(CC(=O)O)cc(=O)oc2c1 | -4 | 3 | 9 | -10 | 1 | -4 | -33 | 0.18 | 12
16 | O=C(Cn1cc([N+](=O)[O-])cn1)NCc1ccco1 | -5 | 5 | -3 | -6 | -11 | -6 | -19 | 0.72 | -2
17 | COC(=O)CSc1nc2cc(OC)ccc2cc1C#N | 3 | -7 | -1 | -13 | -8 | -3 | -13 | -0.8 | -17
18 | O=C(O)/C=C/C(=O)Nc1ccc(Oc2ccccc2)cc1 | -5 | -1 | -1 | -7 | 3 | -10 | -19 | -1.4 | -5
19 | c1c2c(cc3sc(N4CCCCC4)nc13)OCCO2 | -3 | 3 | -2 | -9 | -9 | -11 | -29 | -0.47 | .
20 | N#Cc1ccc(-c2csc(NNC(=O)c3ccc(Br)cc3)n2)cc1 | 2 | -4 | -2[fluorescence artefact?] | -4 | -31 | -4 | -21[20 µM] | . | -3
21 | Cc1cc(C(=O)COc2ccccc2Cl)c(C)n1-c1ccc2c(c1)OCO2 | 5 | -32 | 8[fluorescence artefact?] | -3 | 8 | -39 | -9 | -1.5 | 17
22 | CCN(CC)c1ccc(C(=O)NNC(=O)CCl)cc1 | -1 | 1 | -10 | -22 | 14 | -7 | -26 | 0.42 | 0
23 | CC(C)(C)NC(=O)c1c(F)c(F)c(F)c(F)c1F | 29 | -1 | 0 | -6 | 35 | -4 | -15 | 0.2 | 21
24 | [O-]/C(=C(\C(=S)Nc1cccc2ccccc12)[n+]1ccccc1)c1ccc(OC(F)F)cc1 | 0 | 3 | -12 | -9 | 15 | -1 | -23 | 0.8 | 11
25 | CCCSc1nnc(NC(=O)Cc2ccc(OC)c(OC)c2)s1 | -5 | -1 | 3 | -17 | -2 | -3 | -26 | 0.083 | -13
26 | Cc1nnc(N(Cc2ccco2)C(=O)c2ccc(C#N)cc2)s1 | -6 | 2 | -9[fluorescence artefact?] | -8 | -5 | -11 | -10[20 µM] | 0.15 | 7
27 | Cc1ccc(CSc2nnc(-c3cnccn3)n2C)cc1 | -4 | 0 | 3 | -15 | 4 | -9 | -29 | 0.12 | .
28 | Cc1ccc(N=c2c([N+](=O)[O-])nn(-c3ccc(Cl)cc3)n2O)cc1C | -4 | 6 | -1 | -1 | -3 | -5 | -21 | -0.28 | -1
29 | Cc1ccc(C(=O)Nc2nc(COc3ccccc3)cs2)s1 | 13 | 14 | 2 | -3 | 6 | -4 | -8 | -3.1 | 5
30 | O=C(OCc1nc2ccc(Cl)cc2n1CCO)c1ccccc1 | -3 | 6[fluorescence artefact?] | -8 | -2 | -10 | 10 | -34 | -3 | -29
31 | Cc1cccc(OCCN2C(=O)c3ccccc3C2=O)c1 | -1 | 1 | -3 | -11 | -2 | -11 | -16 | -0.93 | 14
32 | O=C(CC(=O)c1ccccc1)Nc1cccnc1 | -5 | -5 | -4 | -1 | -21 | 9 | -22 | 1.3 | .
33 | COC(=O)c1sc(N)c(C(=O)OC)c1COC(=O)CNS(=O)(=O)c1ccc(C)c(C)c1 | -1 | -3 | -6[fluorescence artefact?] | -6 | -21 | -16 | -8 | -0.87 | -8
34 | CCn1ccnc1CNC(=O)CC1C(=O)NCCN1Cc1ccccc1F (stereo not drawn) | -5 | -3 | -17 | 0 | 1 | 17 | -21 | 1.1 | 4
35 | CCc1ccc(C(C)NC(=O)Cn2cnc3c(=O)n(C)c(=O)n(C)c32)cc1 (stereo not drawn) | 2 | 0 | 8 | -14 | -1 | -13 | -26[20 µM] | 0.024 | 2
36 | CCCC(=O)Nc1ccc(Cl)c(NC(=O)c2cccnc2Cl)c1 | 0 | 1 | -9[fluorescence artefact?] | -18 | -12 | 1 | -20[20 µM] | . | -4
37 | CC(=O)N1N=C(c2c(-c3ccccc3)c3cc(C)ccc3[nH]c2=O)CC1c1ccco1 (stereo not drawn) | 4 | 2 | 7[fluorescence artefact?] | 6 | -13 | -9 | 1 | -0.0047 | 15
38 | O=C(O)CCC(=O)Nc1ccc(N=Nc2ccccc2)cc1 | -6 | 1 | -18 | 4 | -2 | -11 | -8 | 0.42 | 6
39 | COC(=O)C(CCSC)NC(=O)C12CC3CC(CC(C3)C1)C2 (stereo not drawn) | -2 | 1[fluorescence artefact?] | -1[fluorescence artefact?] | 8 | 5 | -14 | -25[20 µM] | 0.55 | 12
40 | CCCn1c(C)cc(/C=C(\C#N)C(=O)OCC(=O)Nc2cc(OC)c(OC)c(OC)c2)c1C | -5 | -2 | -19 | -9 | -11 | -31 | -8 | -0.19 | 3
41 | O=C(CN1C(=O)c2cccc3cccc1c23)Nc1ccccc1 | -2 | -2 | -5 | -7 | -2 | -5 | -29 | -0.064 | -2
42 | O=C(CN1C(=O)NC2(CCCc3ccccc32)C1=O)NCc1ccco1 (stereo not drawn) | -3 | 2[fluorescence artefact?] | 7[fluorescence artefact?] | -21 | -6 | -8 | -8[20 µM] | 0.21 | 5
43 | O=C(NCc1ccccc1)c1ccc(CSc2ccccc2)o1 | -4 | 2 | -7 | 2 | -6 | -10 | -5 | -3.9 | -10
44 | O=C(CCCc1nc2ccccc2s1)NNC(=O)CCN1CCN(Cc2ccccc2)CC1 | -1 | 0 | -8 | 0 | 0 | -3 | -29 | -0.27 | -2
45 | COc1ccc(/C=C/C(=O)Nc2cccc(C(C)=O)c2)cc1 | -1 | 1 | -4 | -18 | -10 | 8 | -2 | -0.56 | 4
46 | CCN(CC)c1ccc(NC(=O)COC(=O)c2ccc3ccccc3n2)cc1 | 2 | -1[fluorescence artefact?] | 9 | -23 | -13 | -6 | -2[20 µM] | . | 2
47 | Cc1ccc(C)c(NC(=S)NC2CC3CCC(C2)N3Cc2ccco2)c1 (stereo not drawn) | -4 | 0 | 5 | -9 | 0 | -53 | -6[20 µM] | -0.68 | 4
48 | Cc1ccccc1NS(=O)(=O)c1ccc2[nH]cc(C(=O)N(C)Cc3ccco3)c(=O)c2c1 | -1 | 5 | 40 | -8 | 5 | -25 | -17 | -0.4 | -4
49 | CC(=O)NC(Cc1cccc(C)c1)C(=O)NC1CCN(c2ncccc2[N+](=O)[O-])CC1 (stereo not drawn) | 5 | -4[fluorescence artefact?] | 2 | 0 | -7 | 2 | -13 | -0.62 | -1
50 | CS(=O)(=O)N1CCC(C(=O)Nc2ccccc2F)CC1 | 0 | 3 | 2 | -5 | 5 | 0 | -25[20 µM] | 0.75 | -1
51 | CCn1c(SCC(=O)NNC(=S)Nc2ccc(C)cc2)nnc1-c1ccc(Cl)cc1 | 29 | -1 | -2 | -5 | -59 | -9 | -11 | -1.9 | 1
52 | COC(=O)c1ccccc1NC(=O)CSc1nc(N)cc(=O)[nH]1 | -9 | 7 | 8 | 3 | -3 | -9 | -27 | -1.1 | 1
53 | Cc1cccc(CN(C)CCc2ccccn2)c1 | 4 | -2[fluorescence artefact?] | 45[fluorescence artefact?] | -27 | -24 | -12 | -7 | -0.69 | -6
54 | O=C1c2ccccc2C2(c3ccccc3)NCCN12 (stereo not drawn) | -3 | -1 | -7 | -3 | 4 | -10 | -23 | 0.5 | 0
55 | O=C(c1cnn(C(=O)COc2ccc(Cl)cc2)c1)c1ccccc1O | -7 | 7 | 25 | -8 | -24 | -5 | -23 | -1.4 | 5
56 | O=C(O)c1cccc(N/N=C/c2ccc(-c3ccccc3)cc2)c1 | 3 | 2 | 11 | -3 | -14 | -11 | -11 | -1.6 | 1
